Xi reactivation: activators of inactive X chromosome reactivation, primary screen, imaging, XiGFP fibroblasts, GFP high-content imaging, set 2; 0.055% of 360,000 active; XiGFP mouse fibroblasts, % GFP-positive cells imaging, 3 d; cells co-treated with 5-aza-dC sensitizer; scaled so ellipticine positive control = 100%; activation, % at 7.58 µM;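 active = mean normalized replicate activation at least 10% and every replicate at or above 10%; inconclusive = only one of the two criteria met; inactive = mean below 10% and not all replicates reach 10%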;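 note: 0% = median of on-plate neutral control wells and 100% = ellipticine 6 µM median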
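System: XiGFP fibroblasts, SV40-immortalized. Medium: DMEM plus 5-aza-dC sensitizer. Doses: single point. Timing: 3 d treatment, 15 min room-temperature fixation. Control set: ellipticine 6 µM.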
ERp5 inh: inhibitors of ERp5-driven insulin aggregation, primary screen, biochemical, turbidity, absorbance 650 nm, single point | inhibition, % at 9.99 µM | Protein disulfide-isomerase A6 (Homo sapiens), Q15084 | 0.05% of 350,000 active | 90 min;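 active = mean replicate inhibition above about 25%, with every replicate also reaching it, limit read from the data, passing the limit was not always enough; inconclusive = only one of those two criteria met; inactive = neither criterion met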
Target sequence (Q15084 whole entry, looked up): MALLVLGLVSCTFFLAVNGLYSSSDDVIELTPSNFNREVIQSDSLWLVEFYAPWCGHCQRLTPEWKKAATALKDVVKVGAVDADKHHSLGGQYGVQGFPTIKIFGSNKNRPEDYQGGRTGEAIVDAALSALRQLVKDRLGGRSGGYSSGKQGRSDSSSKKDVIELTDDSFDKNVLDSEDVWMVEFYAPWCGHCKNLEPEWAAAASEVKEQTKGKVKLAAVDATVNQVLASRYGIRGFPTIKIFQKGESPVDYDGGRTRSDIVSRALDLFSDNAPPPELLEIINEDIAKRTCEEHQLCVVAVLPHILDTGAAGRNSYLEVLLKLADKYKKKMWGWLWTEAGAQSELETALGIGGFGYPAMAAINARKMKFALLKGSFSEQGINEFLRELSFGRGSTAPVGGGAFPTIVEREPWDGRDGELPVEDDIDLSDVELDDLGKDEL
INS-1E GSIS act: GLuc luminescence reporter in INS-1E cells, primary screen for activators of glucose-dependent secretion of insulin. 0.61% of 370,000 active. INS-1E GLuc reporter insulin secretion, 2-3 h. activation, % at 16.6 µM;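 active = lowest replicate activation of at least 40%, so every replicate reaches that level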;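 note: 0% = median of neutral control wells and 100% = median of IBMX positive control wells; some compounds called inactive have numbers as strong as hits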
PAX8 inh HTS: inhibitors of PAX8-driven TPO luciferase reporter, primary screen, RMG-I cells, single concentration | SteadyGlo, 24 h | inhibition, % at 12.6 µM | 1.2% of 360,000 active;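 active = mean replicate inhibition at least 60% with every replicate also reaching 60%; inconclusive = only one of the two criteria is met; inactive = mean below 60% and not all replicates reaching 60%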;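 note: luciferase light reporting Pax8 driven TPO promoter activity; plate controls were median of neutral control wells for no effect and mitoxantrone controls for full effect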
DENV2 CPE: inhibitors of DENV2 cytopathic effect, primary screen, cell-based, plate reader, single concentration. DENV2-infected cells, cytopathic effect rescue. CPE inhibition, % at 9.99 µM. 1.7% of 350,000 active. AID 651640, 2012; in the data active = CPE inhibition above about 20%, passing the limit was not always enough; inconclusive = no clear call, values can overlap the other calls; tested in BHK-21 cells;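 note: 0% = median of neutral control wells and 100% = median of positive control wells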
EWS-Fli block: EWS/Fli-driven NR0B1 reporter inhibitors, primary screen, A673 cells, NR0B1 luciferase, luminescence, MLPCN library; viability-normalised; inhibition, % at 12.6 µM; 0.67% of 350,000 active; AID 651661, 2012;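 active = mean inhibition of at least 50% after viability correction, with every replicate also passing that limit; inconclusive = mean reaches 50% but only one of two replicates passes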;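 note: firefly luciferase signal divided by Alamar Blue viability fluorescence both relative to DMSO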
ARNT-TACC3 inh: disruptors of ARNT/TACC3 protein interaction, primary screen, biochemical, AlphaScreen, single concentration. 0.66% of 390,000 active. Transforming acidic coiled-coil-containing protein 3 (Homo sapiens), Q9Y6A5. AlphaScreen His-ARNT PAS-B/GST-TACC3 binding, luminescence; TACC3 fragment carries E629A point mutation. inhibition, % at 9.99 µM;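 active = mean inhibition of replicates at least 50% and at least half of replicates each reaching 50%; inconclusive = half or more replicates reach 50% but mean below 50%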;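 note: 0% = complete ARNT plus TACC3 wells and 100% = ARNT alone without TACC3; many hits fall short of the cut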
F508del corr: F508del CFTR correction, initial screen, CFBE line, single point. CFBE cells, YFP halide quenching; stimulated with forskolin plus potentiator P3; % fluorescence drop versus neutral controls. activity (quench increase), % at 7.58 µM. 0.36% of 350,000 active. AID 720511, 2013;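 active = mean added fluorescence quench of at least 8% versus neutral control, with both replicates also reaching 8%; inconclusive = only one of the mean or replicate conditions met; inactive = mean below 8% and not both replicates reaching 8%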;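 note: cells transiently co-express mutant CFTR-F508del with the halide-sensitive YFP; corrector assay measuring rescue of mutant channel to the surface after 24 h compound exposure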
Starred values were filed as active, the others as inactive; u = inconclusive; x = no result given; & = joins results of further samples; ! = a repeat was not active.

SMILES	Xi reactivation	ERp5 inh	INS-1E GSIS act	PAX8 inh HTS	DENV2 CPE	EWS-Fli block	ARNT-TACC3 inh	F508del corr
COCCN1C(=O)c2[nH]nc(-c3ccccc3O)c2C1c1ccc(OC)cc1 (stereo not drawn)	0.0	0	-4	16	u	5	10	-1.7
Cc1noc(C)c1NC(=O)N(C)C[C@@H]1OCCCC[C@H](C)Oc2ccc(NC(=O)Nc3cccc4ccccc34)cc2C(=O)N([C@@H](C)CO)C[C@H]1C	-1.2	x	-7	-12	6	-13	-21	-3.4
O=[N+]([O-])c1cc(/C=N\Nc2nc(-c3ccccc3)cs2)ccc1O	0.0	2	-5	5	-5	-10	6	2.4
COc1ccc(OCCC(=O)Nc2ccccc2)cc1	0.1	3	1	-7	1	-7	0	0.6
CCCS(=O)(=O)NC(=O)C1(C)CCCN(C(=O)CCc2cccs2)C1 (stereo not drawn)	0.2	-2	18	-11	-3	-6	x	-3.5
COc1cc(/C=N/NC(=O)c2cc(-c3ccccc3C)nc3ccccc23)cc(OC)c1O	-0.1	1	7	-16	-2	8	x	-3.2
COC(=O)c1cn(Cc2cccc(C)c2)nn1	0.1	5	1	13	-4	1	1	-1.1
COCC(=O)Nc1ccc2c(c1)C(=O)N(C)C[C@@H](OC)[C@@H](C)CN(C(=O)c1ccccc1F)[C@@H](C)CO2	0.6	-6	-2	3	4	1	-4	0.1
CCCCCCCCN1C(=O)[C@@H](CC(=O)NCCCN2CCCC2=O)C[C@@]2(C(=O)OC)C1=C[C@H](C1CCCC1)O[C@@H]2C	0.1	9	x	-4	12	4	x	0.2
COc1ccc(C(=O)NC(=S)Nc2ccc(S(=O)(=O)Nc3cc(C)on3)cc2)cc1OC	-0.1	5	32	26	1	8	-17	-1.6
CCOc1cccc(C=NCCc2ccc(OC)c(OC)c2)c1O	-0.1	2	-9	16	6	-3	-2	2.5
CCOC(=O)c1cc(CC)sc1NC(=O)COC(=O)c1cc[n+]([O-])cc1	-0.5	-4	8	-7	2	-15	-5	0.1
CC(=O)c1cccc(NC(=O)CSc2ccc(-c3ccc4c(c3)OCO4)nn2)c1	0.0	2	7	-11	1	-46	-3	-4.0
CCC(C)c1ccccc1NC(=O)COC(=O)CCc1cc(OC)c(OC)c(OC)c1 (stereo not drawn)	0.3	x	-10	-6	x	x	-1	x
O=C(CSc1ccc2ccccc2c1)Nc1ccc(S(=O)(=O)Nc2nccs2)cc1	-0.1	x	31	0	x	x	11	x
Cc1ccc2nc3n(c(=O)c2c1)-c1ccccc1C(=O)NC3Cc1ccc(O)cc1 (stereo not drawn)	0.0	3	-17	-1	x	6	x	0.4
COc1ccccc1C/C(N)=N/OC(=O)COc1ccc(C)cc1C	x	4	5	x	-3	21	-18	2.0
COc1cc(N2C(=O)C=CC2=O)ccc1N1C(=O)C=CC1=O	1.1	2	x	115*	0	60*	-9	-3.5
CC(OC(=O)Cc1c[nH]c2ccccc12)C(=O)N(C)c1ccccc1 (stereo not drawn)	0.0	-16	7	x	1	7	4	-1.2
O=C(CN1C(=O)/C(=C2\SC(=S)N(C3CCS(=O)(=O)C3)C2=O)c2ccccc21)Nc1ccc(F)cc1 (stereo not drawn)	0.0	-5	x	12	-3	7	-1	-2.0
COc1ccccc1/C=N/N1C(=O)C2C3C=CC(CC3)C2C1=O (stereo not drawn)	0.5	-5	-10	19	x	-1	9	-1.3
Cc1cc(O)c(C2(O)C(=O)Nc3cc(Br)ccc32)cc1C (stereo not drawn)	0.0	2	-3	5	-4	6	5	-0.6
COc1ccccc1NC(=O)N[C@@H]1CC[C@@H](CC(=O)N[C@@H](C)c2ccccc2)O[C@H]1CO	0.6	2	14	22	-8	3	-13	-2.7
CC(C)c1cc(C(=O)OCC(=O)NC(=O)NCc2ccco2)c(O)c(C(C)C)c1	0.0	-1	-13	12	2	10	-2	1.7
CCC(=O)N(C)C[C@H]1Oc2ncc(C#Cc3cccnc3)cc2C(=O)N([C@@H](C)CO)C[C@H]1C	-0.2	-4	20	-4	13	-2	0	0.2
SMILES	Xi reactivation	ERp5 inh	INS-1E GSIS act	PAX8 inh HTS	DENV2 CPE	EWS-Fli block	ARNT-TACC3 inh	F508del corr
CC1=C(C(=O)N(C(C)C)C(C)C)CC(CC(=O)NCCCCc2ccccc2)C(=O)N1Cc1ccc(F)cc1 (stereo not drawn)	0.1	3	-30	-6	0	-2	x	-1.9
CCCNS(=O)(=O)c1cc2c3c(c1)C(C)C(=O)N3CCC2 (stereo not drawn)	-0.1	-1	7	17	6	13	-3	2.5
CCCC(=O)Nc1ccc2c(c1)C(=O)N(C)C[C@H](OC)[C@H](C)CN(Cc1ccccn1)[C@H](C)CO2	0.1	2	5	8	0	1	-4	1.8
CCOc1cc2[nH]c(=S)n(Cc3ccc(C(=O)N4CCN(C)CC4)cc3)c(=O)c2cc1OCC	0.1	-1	7	2	-4	68*	-10	2.7
CCCC#Cc1ccc2c(c1)O[C@H](CN(C)C(=O)c1ccccn1)[C@H](C)CN([C@@H](C)CO)S2(=O)=O	-0.4	-5	4	x	-6	2	x	0.3
COc1ccc(S(=O)(=O)Nc2ccc3c(c2)CC(=O)N([C@H](C)CO)C[C@@H](C)[C@@H](CN(C)Cc2ccc(C(=O)O)cc2)O3)cc1	0.2	7	17	-15	-7	-2	-5	2.0
O=C(OCC(=O)N1CCc2ccccc21)c1ccncc1	0.1	1	7	9	-5	6	3	2.0
COc1cc(-c2[nH]ncc2CN2CCN(Cc3cccs3)CC2)cc(OC)c1OC	0.1	-2	1	15	4	11	2	0.6
CC1Oc2ccccc2N(CC(=O)NC2CCCC2)C1=O (stereo not drawn)	0.1	-4	16	9	6	1	-1	-0.4
O=C1C2C3c4ccccc4C(c4ccccc43)[C@@H]2C(=O)N1c1nc(-c2ccccc2)cs1 (stereo partly drawn)	0.1	-2	-5	50	x	4	-3	-0.3
CCOC(=O)CNC(=O)Cc1ccc(Cl)cc1	0.5	0	-3	2	2	4	-15	0.6
O=C(Nc1cccc(-c2nc3cccnc3s2)c1)c1ccco1	x	2	-19	x	-11	-32	-20	0.6
CCCCNC(=S)Nc1cccc(C(C)=O)c1	-0.2	x	2	9	x	x	-3	x
CCCc1c(O)nc(SC2CC(=O)N(c3ccc(OC)cc3)C2=O)[nH]c1=O (stereo not drawn)	-0.1	-1	22	-6	2	1	4	0.2
COc1ccc(Cn2nc(C(=O)O)c3ccccc3c2=O)cc1F	0.0	-2	24	-4	9	-20	-2	1.5
Cc1cccc(-c2ccc([C@@H]3[C@@H]4CN(C(=O)CN(C)C)C[C@H]3N4)cc2)c1	0.0	x	24	-12	1	-11	x	-2.7
CCN(CC(=O)Nc1c(F)cccc1F)C(=O)c1ccc(S(=O)(=O)N2CCC(C)CC2)cc1	-0.1	1	1	-4	15	-14	-4	-2.1
O=C(NC(=S)N1CCN(Cc2ccccc2)CC1)c1ccccc1	-0.1	x	5	-5	x	x	-4	x
CCOC(=O)C1=C(C)N=C2SC(C(=O)OC)=CC(=O)N2C1c1ccc(OC)cc1 (stereo not drawn)	0.4	4	-10	4	-3	9	-3	-0.8
CCC(C)Sc1nc2c(cnn2-c2ccc(F)cc2)c(=O)[nH]1 (stereo not drawn)	0.1	2	5	-5	-2	11	-9	0.4
Cc1ccc(N2C(=O)C3C4CC(=O)C(c5ccccc54)C3C2=O)cc1C (stereo not drawn)	0.0	x	10	12	x	x	-6	x
COc1ccc(CN(C)C[C@@H]2OCCCC[C@H](C)Oc3ccc(NS(=O)(=O)c4ccccc4)cc3C(=O)N([C@@H](C)CO)C[C@H]2C)cc1	0.0	2	3	6	-7	7	0	-0.1
CN(Cc1ccc2ccccc2c1)C(=O)c1ccc(C(F)(F)F)cc1	0.1	0	-18	0	1	3	2	-2.0
CN1c2ccc(-c3ccccc3F)cc2[C@@H]2[C@@H](CCN2S(=O)(=O)c2ccc(F)cc2)[C@@H]1CO	0.4	0	-3	-10	53*	9	-1	2.5
Cc1noc(C)c1S(=O)(=O)Nc1ccc2c(c1)C(=O)N([C@H](C)CO)C[C@H](C)[C@H](CN(C)S(=O)(=O)c1ccc(Cl)cc1)O2	-1.1	0	-26	x	-9	-1	x	0.3

Some of these compounds in order of their number in ARNT-TACC3 inh, low to high.
compound | ARNT-TACC3 inh
CCC(C)Sc1nc2c(cnn2-c2ccc(F)cc2)c(=O)[nH]1 (stereo not drawn) | -9
CC1Oc2ccccc2N(CC(=O)NC2CCCC2)C1=O (stereo not drawn) | -1
CN(Cc1ccc2ccccc2c1)C(=O)c1ccc(C(F)(F)F)cc1 | 2

A draw from above in order of SMILES length, descending:
SMILES	Xi reactivation	ERp5 inh	INS-1E GSIS act	PAX8 inh HTS	DENV2 CPE	EWS-Fli block	ARNT-TACC3 inh	F508del corr
CCOc1cc2[nH]c(=S)n(Cc3ccc(C(=O)N4CCN(C)CC4)cc3)c(=O)c2cc1OCC	0.1	-1	7	2	-4	68*	-10	2.7
CCOC(=O)C1=C(C)N=C2SC(C(=O)OC)=CC(=O)N2C1c1ccc(OC)cc1 (stereo not drawn)	0.4	4	-10	4	-3	9	-3	-0.8
O=C(NC(=S)N1CCN(Cc2ccccc2)CC1)c1ccccc1	-0.1	x	5	-5	x	x	-4	x

Next results.
SMILES	Xi reactivation	ERp5 inh	INS-1E GSIS act	PAX8 inh HTS	DENV2 CPE	EWS-Fli block	ARNT-TACC3 inh	F508del corr
Cc1cc(C)c(C#N)c(SCc2cc3c(cc2Cl)OCO3)n1	x	0	x	x	u	7	-1	1.2
CC1CCC2(CC1)NC(=O)N(CC(=O)Nc1ccc3c(c1)CCC3)C2=O (stereo not drawn)	0.4	-1	3	34	-5	-7	-1	2.0
C[C@H](CO)N1C[C@H](C)[C@@H](CN(C)S(=O)(=O)c2cn(C)cn2)Oc2c(NS(=O)(=O)c3ccccc3)cccc2C1=O	0.1&-0.1	6&-3	32&36	-1&-15	23*!	-9&-3	-4	-2.9&-4.3
COCCN(C(=O)CC1C(=O)NCCN1CC(c1ccccc1)c1ccccc1)C(C)C (stereo not drawn)	0.0	2	-5	4	0	-1	2	-3.1
CN(C)CCCN1c2ccccc2Sc2ccc(C(F)(F)F)cc21	0.5	5	x	-5	8	10	10	3.6
N#C/C(=C\c1cccc([N+](=O)[O-])c1)c1ccccn1	0.1	10	18	-25	-1	-6	-2	0.0
COc1ccccc1C(=O)C1CCCN(C(=O)CSc2ccccn2)C1 (stereo not drawn)	0.0	3	41	-16	2	-3	-2	-3.2
